From PubChem
Abeta rescue – restores growth of yeast expressing A-beta42 peptide; Potency, µM (series often up to 46.1 µM), without a hit: top-dose growth rescue, hits mostly activators; actives 0.063% (n = 410,000); yeast expressing A-beta42, growth rescue, OD600, 48 h; response scale: 0% DMSO, 100% iron-clioquinol control; AID 1347071; also: potency is read from the fitted curve at half-maximal effect; nearly all actives have a fitted effect of over 55% in size
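Yeast A-beta toxicity model in growth medium with pinned compounds, 48 h at 30 C; growth read as absorbance at 600 nm. Normalized to FeCl3/clioquinol equimolar mix (positive) and DMSO (negative).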
pAkt inh – Akt phosphorylation inhibition | activity change, % for hits at 50 µM | actives 0.32% (n = 360,000) | Neuro2A IGF-stimulated pAkt S473 HTRF, 20 min; stronger effect = lower value | AID 651550; in the data active = activity change below about -80%; inconclusive = mostly about -51% to -80%; also: % is scaled to controls: 0 for no effect and ±100 for the full control effect
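Single-point screen (50 µM final compound) in Neuro2A cells stimulated 20 min with 6 nM IGF at 37 deg C. After lysis, Ser473-phosphorylated Akt read by HTRF (ex 330 nm, em 615/665 nm) as the 665/615 ratio.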
MmCpn inh – M. maripaludis TRiC chaperonin inhibition; purified Mm-Cpn ATPase, ADP Transcreener TR-FRET; Potency, µM (series often up to 76.9 µM), inactives show top-dose activity, negative = inhibition, actives largely listed as inhibitors; actives 0.031% (n = 330,000); AID 504842; also: potency is read from the fitted curve at half-maximal effect; % is scaled to controls: 0 for no effect and ±100 for the full control effect; nearly all actives have a fitted effect of over 80% in size
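25 nM Mm-CPN + cpd, 10 min 37°C; + 10 uM ATP, 30 min 37°C; buffer 30 mM Tris pH 7.4, 100 mM KCl, 5 mM MgCl2, 1 mM DTT; Transcreener ADP HTRF detection 30 min RT.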
FUS yeast rescue – rescues growth of FUS-expressing yeast; S. cerevisiae FUS-expressing, growth rescue, OD600, 24 h; Potency, µM (doses to about 76.6 µM), for the others: at the top dose growth rescue (activation), most hits filed as activators; actives 0.24% (n = 390,000); AID 1347120;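 also: potency is read from the fitted curve at half-maximal effect; plate controls were DMSO vehicle for no effect and reference control for full effect; nearly all actives have a fitted effect of over 55% in size; some results filed as inactive show a strong effect at the top dose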
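Quantitative HTS measuring growth restoration of FUS-toxic yeast. Galactose-induced cells (OD 0.005) were exposed 24hr at 30C to compounds at several concentrations, then absorbance at 600 nm was recorded.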
GLP-1R inv ag – acts as inverse agonist at human GLP-1 receptor | P43220 | HEK293 GLP-1R CRE-luciferase, luminescence, 24 h; GLP-1R form is constitutively active | actives 1.6% (n = 410,000) | AID 624417 | Potency, µM (series often up to 38.3 µM), inactives show top-dose activity change, negative = inhibition, actives largely listed as inhibitors; also: potency is read from the fitted curve at half-maximal effect; % is scaled to controls: 0 for no effect and ±100 for the full control effect; nearly all actives have a fitted effect of over 55% in size
Target sequence (P43220 whole entry, looked up): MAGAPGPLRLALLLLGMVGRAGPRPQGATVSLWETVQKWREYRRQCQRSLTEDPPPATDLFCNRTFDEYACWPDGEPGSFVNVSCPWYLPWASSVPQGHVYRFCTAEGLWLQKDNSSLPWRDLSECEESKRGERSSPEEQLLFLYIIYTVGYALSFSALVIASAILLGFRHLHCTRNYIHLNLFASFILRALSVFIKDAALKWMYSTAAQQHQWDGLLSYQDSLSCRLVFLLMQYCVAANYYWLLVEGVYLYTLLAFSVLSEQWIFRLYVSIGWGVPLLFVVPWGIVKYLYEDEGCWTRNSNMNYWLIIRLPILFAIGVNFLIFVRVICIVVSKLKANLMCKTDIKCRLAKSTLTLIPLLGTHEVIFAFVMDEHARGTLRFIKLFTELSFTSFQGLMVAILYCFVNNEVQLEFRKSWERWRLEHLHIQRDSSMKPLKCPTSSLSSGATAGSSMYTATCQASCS
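HEK293 cells stably co-expressing constitutively active GLP-1R and a cAMP-responsive luciferase reporter were seeded in DMEM with 10% Nu serum, given compounds after 12 h, and incubated 24 h at 37 deg C. Luminescence was then read.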
TDP43 rescue – TDP-43 toxicity inhibition in yeast | TDP-43 expressing yeast growth rescue, BacTiter-Glo, 24 h | Potency, µM (highest dose often 46.1 µM), for the others: at the top dose growth rescue (activation), actives largely listed as activators | actives 1.8% (n = 410,000); also: potency is read from the fitted curve at half-maximal effect; % of control where 0% means no effect; nearly all actives have a fitted effect of over 50% in size
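Yeast expressing TDP-43 (pregrown in raffinose, seeded at OD600=0.02 in galactose medium) exposed to compounds 24 hr at 30 deg C. Growth read by BacTiter-Glo luminescence; rescue of toxicity appears as increased signal.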
HEK293 tox – cytotoxicity counter-screen for GLP-1 receptor inverse agonists. actives 0.13% (n = 410,000). Potency, µM (highest dose often 38.3 µM), without a hit: top-dose activity change, negative = inhibition, actives largely listed as inhibitors. AID 624418. HEK293 cAMP-luciferase reporter cells, luminescence, 24 h;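 also: loss of luciferase light is scored as toxicity; potency is read from the fitted curve at half-maximal effect; % is scaled to controls: 0 for no effect and ±100 for the full control effect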
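A 23 nL compound transfer followed 12 hours of cell culture at 37 deg C; exposure then lasted 24 hr. Luciferase assay detection reagent was dispensed and plates read for luminescence after a 12 min room-temperature wait.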
aSyn yeast inh – rescues yeast growth from alpha-synuclein toxicity | Yeast expressing alpha-synuclein, growth rescue, BacTiter-Glo, 24 h | actives 0.14% (n = 370,000) | Potency, µM (highest dose often 46.1 µM), inactives show top-dose growth rescue (activation), most hits filed as activators | AID 652106; also: potency is read from the fitted curve at half-maximal effect; % of control where 0% means no effect; nearly all actives have a fitted effect of over 65% in size
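Galactose-induced alpha-syn yeast (OD600=0.02, raffinose-pregrown) + pinned cpd, 24 hr, 30 deg C; growth by BacTiter-Glo luminescence. Growth restoration scores as activation.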
PTHR1 ag – activates the human parathyroid hormone receptor PTHR1 | actives 0.075% (n = 410,000) | AID 743266 | HEK293 GP2 PTHR1 cells, GloSensor cAMP luminescence, 1 h | Q03431 | Potency, µM (titrated, usually from 115 µM), inactives show at the top dose activation, hits mostly activators; also: potency is read from the fitted curve at half-maximal effect; nearly all actives have a fitted effect of over 55% in size; some results filed as inactive show a strong effect at the top dose; inactives centre near -15; many of its hits are not listed in these tables
Target sequence (Q03431 whole entry, looked up): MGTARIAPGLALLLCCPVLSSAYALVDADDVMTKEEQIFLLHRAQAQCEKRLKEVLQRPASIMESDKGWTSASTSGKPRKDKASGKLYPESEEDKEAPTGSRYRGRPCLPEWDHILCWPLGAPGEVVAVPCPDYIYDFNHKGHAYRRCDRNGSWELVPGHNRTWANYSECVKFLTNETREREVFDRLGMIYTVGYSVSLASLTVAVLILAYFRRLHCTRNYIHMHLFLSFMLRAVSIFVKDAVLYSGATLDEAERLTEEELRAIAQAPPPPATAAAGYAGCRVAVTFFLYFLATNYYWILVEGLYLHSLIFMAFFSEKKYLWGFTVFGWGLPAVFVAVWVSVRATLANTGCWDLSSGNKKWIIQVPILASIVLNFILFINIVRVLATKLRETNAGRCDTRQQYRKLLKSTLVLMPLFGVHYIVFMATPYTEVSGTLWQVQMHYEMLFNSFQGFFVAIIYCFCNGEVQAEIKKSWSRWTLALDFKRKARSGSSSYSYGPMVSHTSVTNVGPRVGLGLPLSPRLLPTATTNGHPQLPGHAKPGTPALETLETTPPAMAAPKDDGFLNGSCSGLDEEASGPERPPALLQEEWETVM
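HEK-293-derived GP2 cells expressing PTHR1 and a GloSensor cAMP reporter, 3,000/well, plated overnight, given luciferin plus IBMX (each 0.5 mM as added) for 1 h at 37 °C, then compound for 1 h at 37 °C. Luminescence was read after 15 min at room temperature.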
An asterisk follows results filed as active; & = joins results of further samples; [ ] = another dose, or the depositor's remark. Unless noted, calls follow the shape of the dose curve; as a rule, active = well fitted curve in the direction sought with a large enough effect; inconclusive = small, poorly fitted or top-dose-only effect, or another doubt; inactive = no such curve, though single readings can be large; an effect the other way counts as inactive or inconclusive. Not all compounds are listed (hit frequency here may not be typical).

For Cc1ccccc1C(=O)Nc1ccc(S(=O)(=O)N2CCN(C)CC2)cc1 the results were Abeta rescue -10%, pAkt inh inactive, MmCpn inh 0%, FUS yeast rescue -8%, GLP-1R inv ag 1%, TDP43 rescue -12%, HEK293 tox 5%, aSyn yeast inh inconclusive and PTHR1 ag -3%[57.5 µM].
For CC(C)(C)C(=O)NC(=S)NCCc1ccccc1 the results were Abeta rescue 20%, pAkt inh inactive, MmCpn inh 1%, FUS yeast rescue 9%, GLP-1R inv ag inconclusive, TDP43 rescue inconclusive, HEK293 tox 7%, aSyn yeast inh 2% and PTHR1 ag -16%[57.5 µM].
For CN(CC(=O)NCCc1ccc(S(N)(=O)=O)cc1)CC(=O)Nc1ccccc1Cl the results were Abeta rescue -18%, pAkt inh inactive, MmCpn inh -4%, GLP-1R inv ag 5%, TDP43 rescue -22%, HEK293 tox -5%, aSyn yeast inh -4% and PTHR1 ag inactive.
For CN(c1cccc(Cl)c1)S(=O)(=O)c1cccc(C(=O)NN2CCOCC2)c1 the results were Abeta rescue 0%, pAkt inh inactive, MmCpn inh 1%, FUS yeast rescue -5%, GLP-1R inv ag 0%, TDP43 rescue 21%, HEK293 tox -10%, aSyn yeast inh 2% and PTHR1 ag inactive.
Cc1[nH]n(-c2ccccc2)c(=O)c1N=Nc1ccc(C#N)cc1 was read as Abeta rescue 7%, pAkt inh inactive, MmCpn inh -1%, FUS yeast rescue -28%, GLP-1R inv ag -10%, TDP43 rescue 5%, HEK293 tox 2%, aSyn yeast inh 1% and PTHR1 ag -20%.
Screening OCCN1CCN(c2nc(-c3ccccc3)c3cc(Br)ccc3n2)CC1 returned Abeta rescue -10%, pAkt inh inactive, MmCpn inh -6%, FUS yeast rescue 23%, GLP-1R inv ag inconclusive, TDP43 rescue -15%, HEK293 tox 20%, aSyn yeast inh -9% and PTHR1 ag inactive.
`O=C(CNc1ccc(C(F)(F)F)cc1)Nc1cccc(S(=O)(=O)N2CCCCC2)c1` gave Abeta rescue 0%, pAkt inh inactive, FUS yeast rescue 30%, GLP-1R inv ag 4µM*, TDP43 rescue 10%, HEK293 tox -20%, aSyn yeast inh -4% and PTHR1 ag -53%[inhibitor].
For CC(C)(Oc1ccc(Cl)cc1)C(=O)NNC(=O)c1ccc(Br)o1 the results were Abeta rescue 6%, pAkt inh inactive, MmCpn inh 0%, FUS yeast rescue 0%, GLP-1R inv ag -9%, TDP43 rescue 14µM*, HEK293 tox 5%, aSyn yeast inh 2% and PTHR1 ag -2%.
CC(C)[C@H](NS(=O)(=O)c1ccccc1)C(=O)OCC(=O)NC1CCCCC1 was read as Abeta rescue 6%, pAkt inh inactive, MmCpn inh 0%, FUS yeast rescue 0%, GLP-1R inv ag 1%, TDP43 rescue 5%, HEK293 tox 5%, aSyn yeast inh -3% and PTHR1 ag inconclusive.
CCN(CC)c1ccc(-c2sc(Nc3ccccc3)n[n+]2-c2ccc(F)cc2)cc1 was read as Abeta rescue 0%, pAkt inh inactive, MmCpn inh inconclusive, FUS yeast rescue inconclusive, GLP-1R inv ag -16%, TDP43 rescue 4%, HEK293 tox -32%, aSyn yeast inh -2% and PTHR1 ag -13%.
`O=C1CCCN2N=C(SCC(=O)Nc3ccc(Cl)cc3)SC2=N1` gave Abeta rescue 2%, pAkt inh inactive, MmCpn inh 0%, FUS yeast rescue 2%, GLP-1R inv ag 6%, TDP43 rescue 9%, HEK293 tox 3%, aSyn yeast inh 0% and PTHR1 ag -68%[inhibitor].
For COc1ccccc1-c1n[nH]c(=S)n1N the results were Abeta rescue 0%, pAkt inh inactive, MmCpn inh -2%, FUS yeast rescue -6%, GLP-1R inv ag 15%[7.66 µM], TDP43 rescue 14%, HEK293 tox -2%[7.66 µM], aSyn yeast inh -3% and PTHR1 ag inactive.

Retrieved by compound from the list above (3):
For COc1ccccc1-c1n[nH]c(=S)n1N the results were Abeta rescue 0%, pAkt inh inactive, MmCpn inh -2%, FUS yeast rescue -6%, GLP-1R inv ag 15%[7.66 µM], TDP43 rescue 14%, HEK293 tox -2%[7.66 µM], aSyn yeast inh -3% and PTHR1 ag inactive.
For CN(CC(=O)NCCc1ccc(S(N)(=O)=O)cc1)CC(=O)Nc1ccccc1Cl the results were Abeta rescue -18%, pAkt inh inactive, MmCpn inh -4%, GLP-1R inv ag 5%, TDP43 rescue -22%, HEK293 tox -5%, aSyn yeast inh -4% and PTHR1 ag inactive.
For Cc1ccccc1C(=O)Nc1ccc(S(=O)(=O)N2CCN(C)CC2)cc1 the results were Abeta rescue -10%, pAkt inh inactive, MmCpn inh 0%, FUS yeast rescue -8%, GLP-1R inv ag 1%, TDP43 rescue -12%, HEK293 tox 5%, aSyn yeast inh inconclusive and PTHR1 ag -3%[57.5 µM].

(list continues)
`O=C(CSc1nccn1Cc1ccco1)Nc1cccc(F)c1` gave Abeta rescue -1%&-4%, pAkt inh inactive, MmCpn inh 0%, FUS yeast rescue 7%&-8%, GLP-1R inv ag -37%&-1%, TDP43 rescue -22%&-4%, HEK293 tox 2%&-4%, aSyn yeast inh 7% and PTHR1 ag -10%.
Screening COc1ccc(CCNC(=O)c2ccc(=O)[nH]c2)cc1OC returned Abeta rescue 5%, pAkt inh inactive, MmCpn inh -1%, FUS yeast rescue 10%, GLP-1R inv ag 10%, TDP43 rescue 20%, HEK293 tox 17%, aSyn yeast inh -1% and PTHR1 ag inactive.
For COc1ccc(-c2nc(N)n(C(=O)c3ccccc3)n2)cc1 the results were Abeta rescue 10%, pAkt inh inactive, MmCpn inh 1%, FUS yeast rescue 9%, GLP-1R inv ag 1%, TDP43 rescue 13%, HEK293 tox -7%, aSyn yeast inh 1% and PTHR1 ag inactive.
Screening COc1ccccc1Cc1nc2ccccc2nc1SCC(=O)Nc1c(C)cccc1C returned Abeta rescue -8%, FUS yeast rescue -9%, GLP-1R inv ag 50%[activator], TDP43 rescue -1%, HEK293 tox 1%, aSyn yeast inh -12% and PTHR1 ag -5%.
`CN1CCN(S(=O)(=O)c2ccc(NS(=O)(=O)c3ccccc3)cc2)CC1` gave Abeta rescue 0%, pAkt inh inactive, MmCpn inh -1%, GLP-1R inv ag 16%, TDP43 rescue -4%, HEK293 tox -1%, aSyn yeast inh -2% and PTHR1 ag inactive.
`Cc1ccc(Cl)cc1-c1ccc(/C=N/n2cnnc2)o1` gave Abeta rescue 1%, pAkt inh inactive, MmCpn inh 0%, GLP-1R inv ag 4%, TDP43 rescue inconclusive, HEK293 tox 1%, aSyn yeast inh 15% and PTHR1 ag inactive.
For CCN(CC)CCCNC(=O)c1cc2nc3c(c(C(F)(F)F)n2n1)CCc1ccccc1-3 the results were Abeta rescue -15%, pAkt inh inactive, MmCpn inh -1%, FUS yeast rescue 9%, GLP-1R inv ag inconclusive, TDP43 rescue 19%, HEK293 tox 7%, aSyn yeast inh 6% and PTHR1 ag -24%.
Cc1ccc(CCNC(=O)c2ccc3c(Cl)c4c(nc3c2)CCCC4)cc1 was read as Abeta rescue 5%, FUS yeast rescue -9%, GLP-1R inv ag -6%, TDP43 rescue inconclusive, HEK293 tox -2% and PTHR1 ag -29%.
Cc1ccc(C)c(N2CCN(C(=O)CCNC(=O)Cn3ccc4ccccc4c3=O)CC2)c1 was read as Abeta rescue 10%, pAkt inh inactive, MmCpn inh -2%, FUS yeast rescue 23%, GLP-1R inv ag 3%, TDP43 rescue -17%, HEK293 tox 3%, aSyn yeast inh -1% and PTHR1 ag inactive.
Screening O=C1CC(N2CCC(c3nc4ccccc4o3)CC2)C(=O)N1c1ccc(Cl)c(C(F)(F)F)c1 (configuration not stated) returned Abeta rescue -71%[inhibitor], pAkt inh inactive, MmCpn inh -2%, FUS yeast rescue 15%, GLP-1R inv ag -44%, TDP43 rescue inconclusive, HEK293 tox -2%, aSyn yeast inh -79%[inhibitor] and PTHR1 ag 16%[57.5 µM].
CCCCOc1ccccc1C(=O)Nc1nonc1-c1ccccc1 was read as Abeta rescue -19%, FUS yeast rescue 16%, GLP-1R inv ag inconclusive, TDP43 rescue inconclusive, HEK293 tox 2% and PTHR1 ag -29%.
Screening O=S(=O)(c1ccc(Cl)c(NC(=S)N/N=C/c2c(F)cccc2F)c1)N1CCOCC1 returned Abeta rescue 3%, pAkt inh inactive, MmCpn inh 0%, FUS yeast rescue 6%, GLP-1R inv ag 2.5µM*, TDP43 rescue -12%[0.397 µM], HEK293 tox inconclusive, aSyn yeast inh 4% and PTHR1 ag -3%.
For Cc1cccc(C)c1NC(=O)CSc1nc2ncccc2o1 the results were Abeta rescue -4%, FUS yeast rescue -12%, GLP-1R inv ag 12%, TDP43 rescue 9%, HEK293 tox -6% and PTHR1 ag inactive.
Screening CCOC(=O)N1CCN(CC(=O)N2c3ccccc3CCc3ccccc32)CC1 returned pAkt inh inactive, MmCpn inh -3%, FUS yeast rescue -11%, GLP-1R inv ag 15%, TDP43 rescue 3%, HEK293 tox 2%, aSyn yeast inh -2% and PTHR1 ag -10%.
